Source: PubChem BioAssay (Broad Institute)
ERAP1 inh: ERAP1 (human) enzyme inhibition; recombinant ERAP1, Leu-AMC fluorescence, 60 min; AID 652197; 0.15% of 340,000 active; inhibition, % at 10.7 µM;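 active = mean replicate inhibition of at least 30%, or all replicates individually reaching that 30% level; inactive = mean below 30% and not every replicate reaching it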;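 note: 0% = neutral control wells and 100% = L-leucinethiol positive control wells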
Target sequence (Q9NZ08 whole entry, looked up): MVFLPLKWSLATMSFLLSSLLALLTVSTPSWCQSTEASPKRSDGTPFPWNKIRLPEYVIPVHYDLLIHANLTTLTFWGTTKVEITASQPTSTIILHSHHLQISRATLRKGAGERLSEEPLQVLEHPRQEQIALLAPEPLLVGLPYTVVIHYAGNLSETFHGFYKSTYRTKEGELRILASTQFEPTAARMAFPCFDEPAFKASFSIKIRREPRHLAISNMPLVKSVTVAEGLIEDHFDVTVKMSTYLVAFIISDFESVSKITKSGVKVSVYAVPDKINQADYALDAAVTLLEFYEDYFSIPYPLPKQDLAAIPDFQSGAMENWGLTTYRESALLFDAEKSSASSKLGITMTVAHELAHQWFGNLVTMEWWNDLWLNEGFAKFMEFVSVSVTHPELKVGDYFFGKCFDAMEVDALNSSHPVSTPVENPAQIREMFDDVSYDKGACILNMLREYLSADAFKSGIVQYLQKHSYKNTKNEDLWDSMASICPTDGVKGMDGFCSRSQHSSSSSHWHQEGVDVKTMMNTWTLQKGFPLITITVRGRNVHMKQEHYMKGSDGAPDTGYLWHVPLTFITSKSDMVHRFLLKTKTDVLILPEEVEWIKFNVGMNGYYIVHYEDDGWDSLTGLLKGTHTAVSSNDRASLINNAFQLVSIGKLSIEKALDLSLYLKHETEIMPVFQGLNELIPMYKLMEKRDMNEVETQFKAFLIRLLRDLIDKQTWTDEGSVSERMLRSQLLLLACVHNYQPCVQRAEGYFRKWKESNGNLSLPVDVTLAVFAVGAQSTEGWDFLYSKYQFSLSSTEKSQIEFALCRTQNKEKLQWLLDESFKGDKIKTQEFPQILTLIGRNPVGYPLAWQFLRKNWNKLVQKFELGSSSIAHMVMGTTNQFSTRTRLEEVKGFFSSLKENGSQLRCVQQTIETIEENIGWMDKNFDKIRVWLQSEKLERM
PglD DTNB: PglD (C. jejuni) enzyme inhibition. purified PglD enzyme, DTNB colorimetric CoA detection. inhibition, % at 12.5 µM. 0.098% of 360,000 active. AID 602405; in the data active = inhibition above about 16%, passing the limit was not always enough; note: strong numbers were not always called active
PGC1a acetyl inh: modulators of PGC1a acetylation; U2OS PGC1a acetylation, AlphaScreen anti-acetyl-lysine; with virally co-expressed GCN5 acetyltransferase; inhibition, % at 15.6 µM; 0.17% of 350,000 active; AID 651687;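 active = every replicate shows inhibition of at least 40%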;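 note: 0% = neutral control wells and 100% = positive control wells; some results beyond the cut were filed as inactive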
PAX8 inh HTS: inhibitors of PAX8 transcriptional activity in RMG-I cells; RMG-I TPO-luciferase reporter, SteadyGlo, 24 h; inhibition, % at 12.6 µM; 1.2% of 360,000 active; AID 652154;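 active = mean replicate inhibition at least 60% with every replicate also reaching 60%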;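 note: luciferase light reporting Pax8 driven TPO promoter activity; plate controls were median of neutral control wells for no effect and mitoxantrone controls for full effect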
S100A4 inh HTS: S100A4-myosin IIA interaction inhibition. P26447. S100A4/TAMRA-MyoIIA peptide fluorescence polarization. inhibition, % at 10.7 µM. 0.14% of 360,000 active. AID 652163;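 active = mean inhibition of at least 70% across replicates, with every replicate also reaching that level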
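Material: S100A4 monomer protein | Medium: HEPES pH 7.2 with CaCl2, KCl, NaCl, DTT, Triton | Reagent: Labelled myosin peptide probe, 5 nM | Doses: One dose per compound | Times: 5 min incubation before reading | Benchmarks: Neutral control DMSO, positive control TFP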
LGR2 inh: inhibitors of bursicon-induced Drosophila LGR2 receptor cAMP signaling | 0.35% of 380,000 active | HEK293 LGR2, CRE-luciferase, bursicon-stimulated, 4 h | inhibition, % at 9.99 µM | AID 720647;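 active = drop in luminescence signal, shown as inhibition above about 50% in the replicate tests, limit read from the data, passing the limit was not always enough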;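 note: agonist challenge used bursicon conditioned medium at about half maximal strength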
EWS-Fli block: blocks EWS/Fli oncoprotein-driven transcription; 0.67% of 350,000 active; A673 NR0B1-luciferase reporter, viability-normalised; inhibition, % at 12.6 µM;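 active = mean inhibition of at least 50% after viability correction, with every replicate also passing that limit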;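 note: firefly luciferase signal divided by Alamar Blue viability fluorescence both relative to DMSO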
FN deposit inh: fibronectin deposition inhibition; AH1F fibroblasts, Alexa488-fibronectin deposition fluorescence, overnight; inhibition, % at 12.6 µM; 0.086% of 350,000 active; AID 743247;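 active = mean inhibition across replicates of 30% or more, regardless of how many single replicates reach that level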;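 note: positive control wells lacked labelled fibronectin entirely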
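Material: AH1F fibroblast monolayer depositing Alexa488-labelled fibronectin into matrix / Amount: 10000 AH1F cells per well / Signal: fluorescence 485/525 nm / Medium: DMEM, 2% serum / Compound: single dose, pinned / Incubation: 1 h cell adhesion before compound, then overnight fibronectin incubation / Reagent: Alexa488-FN, 24 nM final / Read-out: inhibition of fibronectin deposition signal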
* hit, by the source's call; / = not tested or not shown.

canonical_smiles,ERAP1 inh,PglD DTNB,PGC1a acetyl inh,PAX8 inh HTS,S100A4 inh HTS,LGR2 inh,EWS-Fli block,FN deposit inh
CCC(C)NC(=O)c1nn(C)c(=O)c2ccccc12 (stereo unspecified),-2,/,-10,-2,5,8,1,-3
O=C(Nc1ccc2nsnc2c1)C1CC1,2,3,-8,-8,-4,15,-4,-2
Oc1[nH]c2ccccc2c1N=Nc1cccc(Cl)c1,1,8,-8,-134,4,-70,-109,3
NC(=O)CSc1nnc(-c2ccc(S(=O)(=O)N3CCOCC3)cc2)n1CC1CCCO1 (stereo unspecified),3,4,-8,/,-2,17,/,1
NNC(=O)c1ccncc1,-1,-4,4,-9,-3,17,-7,-10
CC1(c2ccccc2)NC(=O)N(CC(=O)N2CCN(S(=O)(=O)c3c(F)cccc3F)CC2)C1=O (stereo unspecified),2,-5,-2,-72,-11,-1,-11,10
O=C(C[C@@H]1CC[C@H]2[C@@H](COC[C@@H](O)CN2S(=O)(=O)c2ccccc2)O1)NCc1ccc2c(c1)OCO2,0,-1,5,0,-7,15,4,-4
COc1cc(/C=N/n2c(-c3cc(C)[nH]n3)n[nH]c2=S)cc(OC)c1O,/,1,3,5,0,11,7,-4
C[C@H](CO)N1C[C@H](C)[C@H](CN(C)C(=O)Nc2ccc3c(c2)OCO3)Oc2ccc(NS(C)(=O)=O)cc2C1=O,0,-21,-18,/,-7,-1,-4,/
C[C@@H]1CN([C@H](C)CO)C(=O)c2cc(C#CCc3ccccc3)cnc2O[C@H]1CN(C)CC1CCCC1,1,1,-47,/,-3,/,11,/
Cc1ccc2c(c1)N(C(=O)CCC(=O)N1CCN(c3cccc(C)c3C)CC1)CCO2,-3,-3,/,33,-3,14,6,-2
CN(C)CC(=O)N1CC[C@H]2[C@@H]1c1cc(Br)ccc1N(C)[C@H]2CO,/,-1,-7,21,/,15,-13,-16
CCOc1ccccc1NC(=O)c1cc(CC(C)C)oc1C,/,1,-12,-19,/,/,/,6
COc1ccc(NC(=S)NNC(=O)c2nnn(-c3ccccc3)c2C)cc1,-2,/,/,35,-4,-14,5,-1
O=C(OCc1ccccc1)c1ccc2c(c1)-c1ccccc1C2=O,/,-7,-2,-176,/,/,/,-20
Cc1ccc(NC(=O)Cn2nc(C(=O)Nc3ccc(C)cc3)ccc2=O)cc1,-1,-10,-9,13,-4,-10,-15,1
CCOC(=O)CSc1nnc(-c2ccco2)n1C,/,3,-4,/,/,11,/,-3
CC(C)N(Cc1ccccc1)C(=S)NCc1ccccc1,0,/,-13,-15,-2,9,4,-7
O=C1CC(NS(=O)(=O)c2ccc([N+](=O)[O-])cc2)CN1c1cccc(F)c1 (stereo unspecified),-1,-1,/,10,2,-4,0,4
Cc1noc(C)c1NC(=O)Nc1ccc2c(c1)C(=O)N([C@@H](C)CO)C[C@H](C)[C@H](CN(C)C(=O)Nc1ccc(F)cc1)O2,0,1,-3,-8,6,20,1,11
CC(OC(=O)C1CCN(S(=O)(=O)c2ccccc2)CC1)C(=O)Nc1ncc(Cl)cc1Cl (stereo unspecified),/,4,4,5,/,/,/,4
Cc1ccc(-c2cnc3c(c2)C(=O)N([C@@H](C)CO)C[C@@H](C)[C@@H](CN(C)C(=O)c2cccnc2)O3)cc1,3,-2,11,/,-6,-17,-5,/
O=C(c1cc(Br)c(Br)s1)N1CCOCC1,-5,-4,/,-13,-3,-9,0,0
COc1cc(/C=C(\C#N)C(=O)Nc2cccc(C(=O)O)c2)ccc1OCc1ccc(F)cc1,-5,0,/,-216,-1,-13,-80,-1
COc1ccccc1CNC(=O)C(NS(=O)(=O)c1ccc2c(c1)OCCO2)C(C)C (stereo unspecified),/,-6,6,-16,/,10,/,-4
C[C@H](CO)N1C[C@H](C)[C@H](CN(C)C(=O)Nc2cccc3ccccc23)Oc2ncc(-c3cc4ccccc4o3)cc2C1=O,-1,-2,4,/,2,9,7,8
COc1cc(-c2nnc(SCC#CCO)o2)cc(OC)c1OC,1,6,-10,11,-2,-4,/,-3
COc1ccc(S(=O)(=O)N(C)C[C@H]2Oc3ccc(NS(=O)(=O)c4ccc(C)cc4)cc3C(=O)N([C@@H](C)CO)C[C@@H]2C)cc1,1,/,11,2,3,19,-5,/
CC(=O)Nc1ccc(S(=O)(=O)C(C#N)c2nc3ccccc3nc2NCCCO)cc1 (stereo unspecified),/,-5,4,11,-1,3,-2,4
Oc1ccc(/C=N/Nc2cccc3cccnc23)c(O)c1,-1,9,-20,/,-5,-45,/,/
COc1ccc(NC(=O)C(C)SCc2ccccc2)cc1 (stereo unspecified),1,/,-6,-8,3,-7,-28,7
COc1ccc(Cl)cc1NC(=O)CNc1ccccc1F,/,7,-3,3,/,-2,/,1
COC(=O)c1ccsc1NS(C)(=O)=O,/,/,/,-12,-4,-25,4,5
CC(C)(C)OC(=O)C1=CC[C@@H](c2ccc(Cl)c(Cl)c2)N(S(=O)(=O)c2ccc(F)cc2)[C@H]1c1cccc(F)c1,-1,4,-11,-2,0,-1,21,2
CCOc1ccc(CN(CC)C(=O)Cc2c[nH]c3ccccc23)cc1OC,0,-4,-14,-2,-21,0,12,4
CCN(CC(=O)Nc1c(F)cccc1F)C(=O)C1Cc2ccccc2CN1S(=O)(=O)CC (stereo unspecified),7,-7,/,12,2,-9,-10,-17
C[C@H](CO)N1C[C@H](C)[C@@H](CN(C)C(=O)Nc2cccc3ccccc23)OCCCC[C@H](C)Oc2ccc(NC(=O)Nc3cccc4ccccc34)cc2C1=O,-2,3,3,11,-12,5,5,4
CC(Cl)C(=O)Nc1ccccc1C#N (stereo unspecified),-3,3,5,-4,-3,/,-7,9
COc1ccc(S(=O)(=O)NCc2ccc(C(=O)NCc3cccnc3)cc2)cc1,-2,/,/,-23,-1,12,-9,1
c1ccc(-c2cc3c(NCC4COc5ccccc5O4)ncnc3s2)cc1 (stereo unspecified),-7,/,/,9,0,-10,4,-1
COc1ccc(NC(C)=O)cc1NC(C)C(=O)Nc1cc(C(F)(F)F)ccc1N1CCOCC1 (stereo unspecified),4,-4,/,24,-3,-6,6,16
CC(C)(C)N(Cc1cc2ccccc2[nH]c1=O)C(=O)c1cccc([N+](=O)[O-])c1,4,3,-1,4,-2,2,-5,-6
COc1ccc(NC(=O)Nc2ccc3c(c2)C(=O)N([C@H](C)CO)C[C@@H](C)[C@@H](CN(C)Cc2ccc(Oc4ccccc4)cc2)O3)cc1,-6,4,-5,22,-6,-5,7,/
CO[C@H]1CN(C)C(=O)c2cc(NS(=O)(=O)c3ccc(C)cc3)ccc2OC[C@H](C)NC[C@H]1C,2,1,0,7,7,-3,5,-18
Cc1noc(C)c1NC(=O)N[C@@H]1CC[C@H](CCNC(=O)C2CCOCC2)O[C@H]1CO,-2,2,4,-8,2,11,-6,/
COc1ccccc1N1CCN(Cc2cc(=O)oc3ccccc23)CC1,5,2,3,10,-2,27,4,4
CCc1ccc(NC(=O)Cc2ccc(-n3cccc3)cc2)cc1,/,-2,-32,-1,/,-2,/,-7
COc1ccccc1CNC(=O)C[C@@H]1CC[C@@H](NC(=O)CN(C)C)[C@H](CO)O1,1,-2,6,-5,20,-19,5,/
Cc1ccc(N(CC(O)CN2CCCC2)S(=O)(=O)c2ccc(C)cc2)cc1 (stereo unspecified),7,8,3,/,7,6,/,/
COc1ccc(-c2nc(NC(=O)c3ccco3)sc2C)cc1,3,2,-38,-105,-5,-29,-42,2

Further entries:
canonical_smiles,ERAP1 inh,PglD DTNB,PGC1a acetyl inh,PAX8 inh HTS,S100A4 inh HTS,LGR2 inh,EWS-Fli block,FN deposit inh
O=C(C[C@@H]1CC[C@H](NS(=O)(=O)c2ccccc2)[C@H](CO)O1)N1CCN(c2ccccc2)CC1,0,/,-6,14,-1,11,-12,/
O=C(NCc1ccc(Cl)cc1)N1CCOCC1,1,6,/,38,-3,-1,5,19
COC(=O)c1cc([N+](=O)[O-])c(-n2ccnc2)c([N+](=O)[O-])c1,10,/,/,8,2,7,7,3
Cc1cccc(/C=C2\Sc3ccc(C(=O)NCC4CCCO4)cc3N(C)C2=O)c1 (stereo unspecified),-1,-3,-2,10,4,12,/,0
O=C1[C@H](Cc2ccccc2)NCC=CC[C@@H](c2ccco2)N1Cc1ccccc1,/,1,-7,0,-1,6,1,19
Cc1nc(-c2ccc(Cl)cc2)sc1C(=O)NNC(=O)C(C)C,0,-6,/,-14,4,2,1,2
Cc1ccc(S(=O)(=O)N(C)c2ccc(OC(=O)c3ccc(N4CCCC4=O)cc3)cc2)cc1,-6,-4,-3,/,-11,-9,-2,-2
O=C(COC(=O)c1cc(S(=O)(=O)N2CCOCC2)ccc1Cl)Nc1ccc2c(c1)OCO2,/,9,-1,-13,/,/,/,1
Cc1ccc(Nc2nc(NCc3ccco3)c3ccccc3n2)cc1,1,-9,21,16,1,96*,-22,12
CC(C)(C)C(=O)C1=C(O)C(=O)N(Cc2ccccc2)C1c1ccccc1Cl (stereo unspecified),-3,6,-6,6,9,/,-2,6
CC(=O)c1cc(NC(=O)c2ccc([N+](=O)[O-])cc2)c(=O)oc1C,1,/,11,14,-1,3,-5,8
C[C@@H]1CCCCO[C@H](CN(C)C)[C@@H](C)CN([C@H](C)CO)C(=O)c2cc(NC(=O)Nc3ccccc3)ccc2O1,/,/,0,0,/,6,-3,/

Entries from the list above that have an aryl thioether with sulfur outside any ring:
canonical_smiles,ERAP1 inh,PglD DTNB,PGC1a acetyl inh,PAX8 inh HTS,S100A4 inh HTS,LGR2 inh,EWS-Fli block,FN deposit inh
NC(=O)CSc1nnc(-c2ccc(S(=O)(=O)N3CCOCC3)cc2)n1CC1CCCO1 (stereo unspecified),3,4,-8,/,-2,17,/,1
CCOC(=O)CSc1nnc(-c2ccco2)n1C,/,3,-4,/,/,11,/,-3
COc1cc(-c2nnc(SCC#CCO)o2)cc(OC)c1OC,1,6,-10,11,-2,-4,/,-3
